Source: PubChem (National Center for Advancing Translational Sciences (NCATS))
JMJD2E inh – blocks human JMJD2E demethylase activity. JMJD2E catalytic domain, FDH-coupled NADH fluorescence (FDH is formaldehyde dehydrogenase). B2RXH2. Potency, µM (highest dose often 57.1 µM), without a hit: at the highest dose activity change, negative = inhibition, actives largely listed as inhibitors. actives 1.6% (n = 230,000); active = well fitted inhibition curve with a large enough effect, not every such curve was filed as active; inconclusive = small, poorly fitted or top-dose-only effect, or another doubt; inactive = no such curve, though single readings can be large or run the other way;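 note: 0% = wells with enzyme and -100% = buffer wells without enzyme; nearly all actives have a fitted effect of over 50% in size; many of its hits are not listed in these tables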
Target sequence (B2RXH2 1-337 limits assumed): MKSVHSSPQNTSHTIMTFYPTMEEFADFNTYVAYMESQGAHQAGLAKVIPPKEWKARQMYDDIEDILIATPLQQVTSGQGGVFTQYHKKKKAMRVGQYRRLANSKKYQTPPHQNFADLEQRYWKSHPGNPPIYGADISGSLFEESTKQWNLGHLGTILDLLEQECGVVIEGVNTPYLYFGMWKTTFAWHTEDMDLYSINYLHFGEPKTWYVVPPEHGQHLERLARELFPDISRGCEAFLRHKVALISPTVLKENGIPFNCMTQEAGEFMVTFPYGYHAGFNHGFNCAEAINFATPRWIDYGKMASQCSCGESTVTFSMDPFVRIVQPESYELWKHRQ
IMPase Li cell – IMPase inhibition in cells with lithium potentiation | CHO-M1 cells, IP1 TR-FRET (IP-One), carbachol + lithium | Potency, µM (doses to about 59.4 µM), without a hit: at the top dose activity, negative = IMPase inhibition, usual class: inhibitors | actives 0.35% (n = 210,000) | AID 1457;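 note: IP1 builds up when IMPase is blocked and the TR-FRET signal falls; plate controls were basal vehicle for no effect and high inhibitor control for full effect; nearly all actives have a fitted effect of over 50% in size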
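CHO cells stably expressing M1 receptor (2000/well) were cultured 16–30 h, then exposed to compounds with a small lithium addition for 30 min at 37C. IP1 was measured by TR-FRET competition; AC50 from Hill fits.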
Epigenetic reg – derepresses silenced GFP reporter in murine cells | murine LDR cells, GFP reporter derepression, 30 h | AID 1865 | actives 0.2% (n = 280,000) | Potency, µM (top dose mostly 53.9 µM), for inactives: at the highest dose GFP activation, most hits filed as activators; note: % of control where 0% means no effect; nearly all actives have a fitted effect of over 60% in size
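Murine LDR cells carrying a silenced, genomically integrated CMV-driven GFP reporter were exposed to compound for 30 hours at 37 C. After PBS washes, GFP-positive cells (20–120 um objects) were counted by laser-scanning microplate cytometry.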
RECQ1 helicase – RECQ1 (human) helicase inhibition; P46063; RECQ1 DNA unwinding, red fluorescence kinetic read; Potency, µM (doses to about 57.3 µM), for inactives: at the top dose activity, negative = inhibition, hits mostly inhibitors; actives 0.54% (n = 240,000);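 note: plate controls were vehicle for no effect and no enzyme for full effect; nearly all actives have a fitted effect of over 30% in size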
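RECQ1T1 50 nM; forked duplex (20 bp + 30-nt ss tails) 200 nM, ATP 2 mM final; pH 8.0, 2 mM MgCl2, 2.5 ug/ml poly(dI-dC); 15 min compound preincubation; discontinuous kinetic read over 2 h at RT.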
SMN2 splice enh – SMN2 splice variant enhancement; Potency, µM (series often up to 46.1 µM), for the others: at the top dose activity change, positive = activation, hits mostly activators; actives 2.8% (n = 210,000); HEK293 SMN2-luciferase splicing reporter, luminescence, 30-36 h; AID 1458; note: % of control where 0% means no effect; nearly all actives have a fitted effect of over 55% in size
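HEK293 cells carry an SMN2 minigene-luciferase reporter in which exon 7 inclusion puts luciferase in frame. Cells were seeded at 2000 cells/well, attached for 10-12 hours, then exposed to compounds for 30-36 hours at 37C before ONE-Glo luminescence.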
Luc counter – blocks Kinase-Glo luciferase, a counter-screen artifact; Q27757; Kinase-Glo luciferase, ATP luminescence, 8 min; Potency, µM (series often up to 38.3 µM), for inactives: at the top dose activity change, negative = inhibition, usual class: inhibitors; actives 0.28% (n = 200,000); AID 1379; note: % is set by controls: 0 for no effect and ±100 for the full control effect; nearly all actives have a fitted effect of over 60% in size
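Recombinant Kinase-Glo luciferase, 10 uM ATP (linear range), luciferin; imidazole pH 7.2 / KCl / MgCl2 / Tween / BSA buffer; 8 min RT; luminescence.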
NPSR antag – neuropeptide S receptor (human) antagonism, cAMP; Q6W5P4; CHO-NPSR cells, cAMP TR-FRET, antagonist mode; Potency, µM (highest dose often 38.3 µM), for the others: top-dose activity change, negative = inhibition, hits mostly inhibitors; actives 1% (n = 220,000); note: % is set by controls: 0 for no effect and ±100 for the full control effect; nearly all actives have a fitted effect of over 50% in size; many of its hits are not listed in these tables
Target sequence (Q6W5P4 whole entry, looked up): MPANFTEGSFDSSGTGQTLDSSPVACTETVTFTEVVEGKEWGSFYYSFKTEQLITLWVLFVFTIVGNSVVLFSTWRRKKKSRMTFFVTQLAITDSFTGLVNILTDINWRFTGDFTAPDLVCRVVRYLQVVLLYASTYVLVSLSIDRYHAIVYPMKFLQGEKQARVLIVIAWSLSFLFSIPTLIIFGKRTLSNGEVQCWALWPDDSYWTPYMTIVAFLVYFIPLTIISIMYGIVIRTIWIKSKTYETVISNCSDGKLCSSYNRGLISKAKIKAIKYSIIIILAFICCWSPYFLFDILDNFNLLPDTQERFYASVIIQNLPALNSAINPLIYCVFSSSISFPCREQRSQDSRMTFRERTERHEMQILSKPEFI
RGS12 GoLoco inh – blocks human Gai1 binding to RGS12 GoLoco peptide, red readout; Gai1:RGS12 GoLoco peptide FP, rhodamine, 10 min; Potency, µM (series often up to 61.6 µM), inactives show at the top dose activity, negative = inhibition, hits mostly inhibitors; actives 0.44% (n = 230,000); active = well fitted inhibition curve with a large enough effect, not every such curve was filed as active; inactive = no such curve, though single readings can be large or run the other way; note: % is set by controls: 0 for no effect and ±100 for the full control effect; nearly all actives have a fitted effect of over 30% in size; many of its hits are not listed in these tables
Target sequence (P63096 whole entry, looked up): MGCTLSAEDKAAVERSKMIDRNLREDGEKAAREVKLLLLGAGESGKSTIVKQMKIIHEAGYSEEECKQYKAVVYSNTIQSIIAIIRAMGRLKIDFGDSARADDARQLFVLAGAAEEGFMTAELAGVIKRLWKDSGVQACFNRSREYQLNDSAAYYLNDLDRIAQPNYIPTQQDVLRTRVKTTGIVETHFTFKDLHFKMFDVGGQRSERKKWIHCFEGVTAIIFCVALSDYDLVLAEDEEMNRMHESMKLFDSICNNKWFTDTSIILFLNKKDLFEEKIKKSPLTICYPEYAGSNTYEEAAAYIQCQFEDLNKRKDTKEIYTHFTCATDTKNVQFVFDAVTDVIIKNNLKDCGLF
Numbers without * were called inactive; i = inactive; ? = inconclusive; . = no result given; & = joins results of further samples; ! = not confirmed by another sample; [ ] = dose if it differs, or a comment. Unless noted, calls come from the whole dose curve; as a rule, active = well fitted curve in the direction sought with a large enough effect; inconclusive = small, poorly fitted or top-dose-only effect, or another doubt; inactive = no such curve, though single readings can be large; an effect the other way counts as inactive or inconclusive. Potency is the fitted concentration of half-maximal effect.

SMILES | JMJD2E inh | IMPase Li cell | Epigenetic reg | RECQ1 helicase | SMN2 splice enh | Luc counter | NPSR antag | RGS12 GoLoco inh
CCn1cc(CNC(=O)c2cc(COc3ccc(F)cc3F)on2)cn1 | -16% | 0% | 3.8% | i | . | 2% | -7% | 8%
Cc1ccc(N(C(=O)NC2CCCCC2)C2=NCCCCC2)cc1 | 12% | 12% | 0.0% | -4% | 11% | -1% | -3%[46.1 µM] | -18%
Cn1nnnc1SCC(=O)N1CCN(C(c2ccccc2)c2ccccc2)CC1 | -2% | 10% | -0.8% | i | -9% | 0% | -15%[46.1 µM] | -3%
COC(=O)c1ccccc1NC(=O)N1CCN(c2ccc(F)cc2)CC1 | ? | 24% | -0.7% | i | -15% | 1% | -13% | 10%
CCN1/C(=C/c2cc[n+](CCCS(=O)(=O)[O-])c3ccccc23)Sc2ccccc21 | -12% | 45%[activator] | 13µM* | ? | 6% | -5% | -55% | 24%
CCCc1nc2ccccc2c(C(=O)OCC(=O)Nc2ccc(S(=O)(=O)N3CCOCC3)cc2)c1CC | -8% | 18%[38.3 µM] | 2.2% | -7% | -8% | -3% | 10µM* | 13%
COC(=O)c1ccc(CNC(=O)c2c3c(nc4ccccc24)CCN(Cc2ccccc2)C3)cc1 | -12% | -2% | 2.0% | -14% | 2% | 3% | -5% | -15%
COc1ccc(C2=NN(C(=O)CSC3=NN4CCCC(=O)N=C4S3)C(c3cccc(OC)c3OC)C2)cc1 (stereo unspecified) | 10% | 13% | -4.2% | -3% | -8% | 3% | -15% | -3%
Cc1nn(C)cc1-c1csc(N)n1 | -5% | -1% | 0.0% | -3% | -19% | 0% | 21% | -2%
CCSc1nnc(NC(=O)c2csc3c2CCC(C)C3)s1 (stereo unspecified) | 6% | 13%[38.3 µM] | 0.0% | -3% | 5% | 1% | 7%[46.1 µM] | 7%

An excerpt from above in order of molecular weight, rising.
SMILES | JMJD2E inh | IMPase Li cell | Epigenetic reg | RECQ1 helicase | SMN2 splice enh | Luc counter | NPSR antag | RGS12 GoLoco inh
Cc1nn(C)cc1-c1csc(N)n1 | -5% | -1% | 0.0% | -3% | -19% | 0% | 21% | -2%
Cc1ccc(N(C(=O)NC2CCCCC2)C2=NCCCCC2)cc1 | 12% | 12% | 0.0% | -4% | 11% | -1% | -3%[46.1 µM] | -18%
CCSc1nnc(NC(=O)c2csc3c2CCC(C)C3)s1 (stereo unspecified) | 6% | 13%[38.3 µM] | 0.0% | -3% | 5% | 1% | 7%[46.1 µM] | 7%
COC(=O)c1ccccc1NC(=O)N1CCN(c2ccc(F)cc2)CC1 | ? | 24% | -0.7% | i | -15% | 1% | -13% | 10%
CCn1cc(CNC(=O)c2cc(COc3ccc(F)cc3F)on2)cn1 | -16% | 0% | 3.8% | i | . | 2% | -7% | 8%
CCN1/C(=C/c2cc[n+](CCCS(=O)(=O)[O-])c3ccccc23)Sc2ccccc21 | -12% | 45%[activator] | 13µM* | ? | 6% | -5% | -55% | 24%
COC(=O)c1ccc(CNC(=O)c2c3c(nc4ccccc24)CCN(Cc2ccccc2)C3)cc1 | -12% | -2% | 2.0% | -14% | 2% | 3% | -5% | -15%
COc1ccc(C2=NN(C(=O)CSC3=NN4CCCC(=O)N=C4S3)C(c3cccc(OC)c3OC)C2)cc1 (stereo unspecified) | 10% | 13% | -4.2% | -3% | -8% | 3% | -15% | -3%

Later entries:
SMILES | JMJD2E inh | IMPase Li cell | Epigenetic reg | RECQ1 helicase | SMN2 splice enh | Luc counter | NPSR antag | RGS12 GoLoco inh
C[C@]12CC[C@@H]3c4ccc(O)cc4CC[C@H]3[C@@H]1CC[C@@H]2O | -2%&4% | -3%&-3%&1%&-5%&-12%&14% | 2.1%&1.1%&-0.6%&5.8%&0.0% | 32µM*! | ? | 3% | 14% | -10%&20%&7%&-27%&8%&-1%
Cc1ccc(CN2CCN(Cc3cn[nH]c3C3CCCCC3)CC2CCO)cc1 (stereo unspecified) | 3% | -1% | 0.9% | -9% | . | -1% | 18% | 11%
COc1ccc(-c2nn(CCC(=O)O)cc2CCC(=O)O)cc1 | -3% | -14%[38.3 µM] | -0.2% | -11% | -2% | -8% | 4%[46.1 µM] | 0%
O=C(c1cc(Sc2cccc(Cl)c2)nc2ccccc12)N1CCN(c2ccccn2)CC1 | -7% | 7% | -3.4% | 1% | -66%[inhibitor] | -1% | ? | 2%
CC1CCN(c2ccc(/C=N/n3nnnc3N)cc2[N+](=O)[O-])CC1 | -5% | 2%[38.3 µM] | -0.9% | -5% | 6% | -3% | -18%[46.1 µM] | 5%
COc1ccc(CCN=C(N)NS(=O)(=O)c2ccc3ccccc3c2)cc1 | ? | 3% | 0.0% | -1% | 9% | 1% | -2% | 6%
CCN(CC)C(=O)N1CCN(Cc2ccc3c(c2)OCO3)CC1 | -4% | 7% | -0.9%[10.1 µM] | i | -8% | 1% | 14% | 3%
COC(=O)N/N=C/c1cc(Cl)cc(Cl)c1OCc1ccccc1F | 0% | 10% | 1.0% | -11% | -12% | 2% | -3% | 7%
CC1(C)CC(CCC(=O)Nc2ccccc2Cl)C(=O)O1 (stereo unspecified) | ? | 15%[38.3 µM] | -0.9% | -6% | . | 2% | -13%[46.1 µM] | -4%
Cc1cccc(-c2cc3nc(C)cc(N4CC(C)CC(C)C4)n3n2)c1 (stereo unspecified) | -5% | -8% | -1.0% | i | -4% | 0% | -40% | -6%
Cc1[nH]nc(NNC(=O)c2ccccc2)c1[N+](=O)[O-] | -7% | . | 0.1% | 1% | . | . | 6% | -7%
O=C(NCCc1ccccc1)C1CC(c2ccccc2O)=NO1 (stereo unspecified) | -5% | -5%[38.3 µM] | -4.5% | -1% | -18% | -8% | -3%[46.1 µM] | 2%
CC(C)c1ccc(/C=C/C(=O)Nc2ccc(CN3CCOCC3)cc2)cc1 | -9% | . | 4.6% | -15% | . | . | 25% | 3%
CC(=O)Nc1ccc(S(=O)(=O)N2CCc3ccccc3C2)cc1 | 7% | 9%[38.3 µM] | -1.1% | -10% | -16% | 1% | -14%[46.1 µM] | -19%
Cc1ccc(N2C(=O)/C(=C\c3ccco3)SC2=S)cc1 | -3% | -7%[38.3 µM] | 0.1% | -6% | 5% | -8% | -20%[46.1 µM] | 180%[activator]
CCCn1c(SCC(=O)NC(=O)NC(C)(C)C)n[nH]c1=O | 1% | 6% | -3.2% | 4% | 13% | 1% | 12% | 8%
CCOc1ccc2nc(NC(=O)C(NS(=O)(=O)c3cccs3)C(C)C)sc2c1 (stereo unspecified) | -2% | 6%[38.3 µM] | 6.3% | -8% | -6% | 1% | -20%[46.1 µM] | -2%
CCc1ccc2nc(Nc3ncc(C(C)=O)c(C)n3)nc(C)c2c1 | 0% | . | 3.2% | i | . | . | 20% | 11%
c1ccc2c(c1)ncn2-c1ccc(-c2ccnc(-c3ccncc3)n2)cc1 | -18% | ? | 0.0% | i | -28% | -8% | ? | 134%[activator]
COc1cccc(-c2nc(OC(C)C)c3ccccc3n2)c1 | -5% | 6%[38.3 µM] | 0.0% | -5% | -28% | -9% | -15%[46.1 µM] | 7%
CCCCCn1cnc2c(=S)nc(N)[nH]c21 | -24% | . | 1.1% | i | . | . | 7% | -21%
Cc1nc2ccc(S(=O)(=O)c3ccc4nc(C)[nH]c4c3)cc2[nH]1 | 3% | -3%[38.3 µM] | -2.0% | 11% | -8% | 1% | -1%[46.1 µM] | 2%
O=C(COC(=O)COc1ccccc1)Nc1cccc([N+](=O)[O-])c1 | -3% | -5% | 0.9% | -4% | 26% | 2% | 1% | -1%
COC(=O)Cn1c(C(=O)N2CCCC2)cc2c1C[C@H]1CN(C(=O)c3ccccc3)[C@@](Cc3ccc(F)cc3)(C(=O)OC)[C@@H]21 | 3%&6% | 14%&3% | -1.7%&2.0% | -2%&-4% | -17%&-7% | 15%&-1% | -25% | -3%&-1%
CCO[C@H]1OC(C(=O)Nc2ccccc2)=C[C@@H](c2csc3ccccc23)[C@@H]1CCCO | 0% | 3% | -3.0% | -19% | . | . | ? | 3%
O=C(CN1CCN(Cc2ccccc2)CC1)c1ccccc1 | 7% | 20%[38.3 µM] | 0.0% | -12% | -19% | 0% | -5%[46.1 µM] | 5%
O=[N+]([O-])c1cc(-c2ncccn2)c([N+](=O)[O-])s1 | 0% | 25% | 0.2% | -3% | -67%[inhibitor] | -5% | ? | -10%
COC(=O)c1scc(C)c1N1C(=O)c2ccccc2C1=O | 10% | . | 0.0% | -7% | . | . | -1% | 10%
COc1ccc(OC)c(-c2nc(CN(C)C(C)c3ccncn3)c(C)o2)c1 (stereo unspecified) | ? | 14% | 1.9% | -3% | -4% | -5% | 0% | 24%
COc1cc(C(=O)O/N=C(\N)c2cccc([N+](=O)[O-])c2)cc(OC)c1OC | -4% | . | 0.1% | -5% | . | . | 8% | -11%
O=C(NCc1ccccn1)c1ccc(Cl)c(S(=O)(=O)N2CCCCC2)c1 | 1% | 6% | 0.8% | i | -20% | 0% | 0% | 3%
Cc1sc(-c2ccccn2)nc1OC(=O)c1ccc(F)cc1F | -5% | 3% | 3.9% | ? | -10% | -1% | 7% | -4%
Cc1nc(NC(=O)CCc2ccccc2)ccc1Br | 3% | 22%[38.3 µM] | 2.6% | i | 11% | -4% | -5%[46.1 µM] | 1%
CCOC(=O)CN/C=C(\C#N)c1ccccc1 | 21% | -7% | -1.4% | 0% | -8% | 10% | 6% | -3%
Cc1ccc(C)c(NC(=O)CCCCCCCCCCC2COCCO2)c1 (stereo unspecified) | 10% | 15% | 0.0% | -8% | -15% | 2% | -10% | 34%[activator]
O=C(Nc1ccc(Cl)cc1C(=O)Nc1ccc(Br)cn1)c1ccco1 | ? | 5%[38.3 µM] | -0.7% | -26% | -24% | 3% | ? | 5%
Cc1ccccc1NC(=O)C(C#N)Cc1cccnc1 (stereo unspecified) | 2% | 8%[38.3 µM] | -1.1% | i | -24% | -4% | 2%[46.1 µM] | 2%
CCN1/C(=C\C=C2\C(=O)N(c3ccccc3)C(=S)N2C)Sc2ccccc21 | 4% | 8% | 7.2% | -8% | -41%[inhibitor] | ? | -7% | 276%[activator]

An excerpt, so the mix of outcomes need not match the whole.
